# From PubChem
# HCV inh = qHTS Assay for Inhibitors of Hepatitis C Virus (HCV); Huh7.5.1 HCVcc-Cre infection, luciferase reporter, 44 h; Potency, µM (titrated, usually from 41.8 µM), for inactives: at the top dose activity change, negative = inhibition, usual class: inhibitors; 340,000 tested, 3.4% active; AID 651820, 2012
#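 HCVcc-Cre virus at an moi near 0.5 was added right after compound to cells cultured 4 h from seeding (1,000 cells/well). Luciferase activity was determined 44 h later, 15 min after substrate addition at RT.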
# Sm TGR inh = qHTS Assay for the Inhibitors of Schistosoma Mansoni Peroxiredoxins; Schistosoma mansoni thioredoxin glutathione reductase (TGR), Q962Y6; purified TGR, DTNB reduction, TNB absorbance 405 nm; Potency, µM (series often up to 114 µM), inactives show top-dose activity change, negative = inhibition, usual class: inhibitors; 360,000 tested, 3% active; AID 485364, 2010; also: nearly all actives have a fitted effect of over 60% in size
#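 TGR 20 nM + NADPH 100 uM (dispensed conc.), cpd preinc 15 min RT; start with NADPH (500 uM addition) then DTNB (15 mM addition). Kinetic TNB absorbance, 405 nm filter. Four-parameter Hill fit across titration.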
# TbPYK inhibitor = qHTS of Trypanosoma Brucei Inhibitors | TbPYK enzyme, Kinase-Glo Plus ATP luminescence, 45 min | Potency, µM (series often up to 76.8 µM), without a hit: at the highest dose activity, negative = inhibition, most hits filed as inhibitors | pyruvate kinase (Trypanosoma brucei), Q57TT1 | AID 624173, 2012 | 410,000 tested, 0.12% active; also: nearly all actives have a fitted effect of over 50% in size
#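 TbPYK + substrate in 50 mM TEA pH 7.2, 100 mM KCl, 10 mM MgCl2, 0.05% BSA, 0.01% Tween-20; cpd pinned; ADP 130 uM final; 45 min RT; Kinase-Glo Plus 10 min; luminescence endpoint.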
# Pf growth 48h = Primary qHTS for delayed death inhibitors of the malarial parasite plastid, 48 hour incubation. P. falciparum luciferase growth in erythrocytes, 48 h. 310,000 tested, 5.9% active. Potency, µM (highest dose often 28.7 µM), without a hit: at the top dose activity change, negative = inhibition, usual class: inhibitors. AID 504832, 2011
#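 Parasite viability was followed by luminescence of a genomically integrated firefly luciferase. Cultures held 0.1% parasitemia at 2% hematocrit (final), incubated under 5% CO2 at 37 C.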
# LmPK inhibitor = qHTS Assay for Inhibitors of Leishmania Mexicana Pyruvate Kinase (LmPK); Potency, µM (series often up to 57.5 µM), for the others: at the highest dose activity change, negative = inhibition, actives largely listed as inhibitors; Q27686; purified LmPK, Kinase-Glo ATP luminescence, 1 h; 290,000 tested, 0.37% active
# Target sequence (Q27686 whole entry, looked up): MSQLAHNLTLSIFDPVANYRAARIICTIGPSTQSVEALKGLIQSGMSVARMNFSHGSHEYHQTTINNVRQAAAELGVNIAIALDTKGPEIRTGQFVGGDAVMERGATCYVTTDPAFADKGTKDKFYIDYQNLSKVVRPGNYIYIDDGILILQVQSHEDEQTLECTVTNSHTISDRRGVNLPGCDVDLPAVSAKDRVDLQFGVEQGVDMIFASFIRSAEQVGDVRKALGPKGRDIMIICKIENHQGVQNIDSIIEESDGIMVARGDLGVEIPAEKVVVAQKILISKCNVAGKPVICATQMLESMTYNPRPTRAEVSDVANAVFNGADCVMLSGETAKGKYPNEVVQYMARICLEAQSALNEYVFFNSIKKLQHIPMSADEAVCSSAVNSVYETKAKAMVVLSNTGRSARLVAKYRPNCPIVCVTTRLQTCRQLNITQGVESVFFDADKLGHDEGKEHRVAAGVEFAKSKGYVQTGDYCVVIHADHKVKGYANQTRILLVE
#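 Screened at intermediate enzyme activity to detect both inhibitors and activators: LmPK at 0.1 nM, with a 0.5 nM enzyme column as activation reference. PEP 0.5 mM, ADP 0.1 mM; ATP detected by luminescence after 1 h.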
# Pf growth 96h = Primary qHTS for delayed death inhibitors of the malarial parasite plastid, 96 hour incubation; Potency, µM (titrated, usually from 28.7 µM), for the others: at the top dose activity change, negative = inhibition, actives largely listed as inhibitors; P. falciparum luciferase reporter growth, 96 h; 320,000 tested, 6.9% active
#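 Readout is luminescence from an integrated firefly luciferase in P. falciparum. Red cells, 2% hematocrit and 0.05% parasitemia final, were cultured with compound through two parasite generations (96 hours) at 37 C, 5% CO2.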
# Numbers without * were called inactive; i = inactive; u = inconclusive; x = not tested or not shown; & = joins results of further samples; [ ] = dose if it differs, or a comment. Calls follow the shape of the dose curve; as a rule, active = well fitted curve in the direction sought with a large enough effect; inconclusive = small, poorly fitted or top-dose-only effect, or another doubt; inactive = no such curve, though single readings can be large; an effect the other way counts as inactive or inconclusive. % is scaled to controls: 0 for no effect and ±100 for the full control effect; potency is read from the fitted curve at half-maximal effect. The order is random; about 16% have a hit in one of these screens.
compound | HCV inh | Sm TGR inh | TbPYK inhibitor | Pf growth 48h | LmPK inhibitor | Pf growth 96h
CN(C)S(=O)(=O)c1ccc(C(=O)Nc2cc3c(cc2C(=O)O)OCCCO3)cc1 | 14.7% | -7.8% | 7.3% | 50.3%[activator] | -7.2% | 47.1%[activator]
COc1ccc(NC(=O)c2ccccc2NC(=O)NC2CCCCC2)cc1 | -10.9% | -23.5% | 11.3% | 58.6%[activator] | 0.1% | 6.3%
[O-]/[N+](=C/c1ccco1)c1ccccc1 | 14.8% | u | -0.2% | 14.7% | 2.6% | u
O=C(Nc1cccnc1)c1ccc2c(c1)OCO2 | 12.5% | -1.0% | -12.2% | 47.0%[activator] | -22.5% | u
COC(=O)c1sccc1OCc1cccc(OC)c1 | -19.9% | 6.3% | -1.8% | 21.8% | 11.3% | u
COc1ccc(/C=N/Nc2ccc([N+](=O)[O-])cc2)cc1Cn1cc([N+](=O)[O-])cn1 | u | 1.4% | -3.4% | 6.9% | -7.2% | x
O=C(CC1C(=O)NCCN1Cc1ccccc1C(F)(F)F)NCCn1cccn1 (stereo unspecified) | 1.3% | -5.0% | -11.6% | 22.2% | -3.3% | -6.9%
COc1ccc(N(CC(=O)N2c3ccccc3CC2C)S(=O)(=O)c2c(C)nn(C)c2C)cc1 (stereo unspecified) | -5.1% | 11.2% | 2.5% | x | 0.4% | 9.5%
CCCCN(C)C1CCN(C(=S)Nc2ccc(OCC)cc2)CC1 | -8.0% | -28.2% | 3.6% | 13.7% | -4.5% | 138.9%[activator]
Cc1ccc(Cc2nnc3n(-c4ccccc4)nc(C(=O)c4ccccc4)n3c2=O)cc1 | u | -1.7% | -0.7% | 13.1µM* | 4.4% | 13.1µM*
O=C1CSC(=Nc2cccc(C(=O)O)c2)N1 | 1.2% | 8.5% | -2.6% | 46.0%[activator] | 2.2% | u
CN(CC(=O)Nc1ccccc1Cl)C(=O)C1CCN(C(=O)c2ccc(F)cc2)CC1 | 9.2% | -9.4% | 2.7% | -22.8% | x | u
CCOc1ccc(C2=Nn3c(nnc3-c3cccnc3)SC2)cc1 | -1.1% | -18.0% | 3.2% | u | -1.2% | u
CC(C)CC(NC(=O)OC(C)(C)C)C(=O)NC(C(=O)N1CCCC1C(N)=O)C(C)C (stereo unspecified) | 15.7%&5.7% | -8.5% | -2.4% | -3.0% | 6.1% | u
Oc1ccc(COCc2ccc(F)cc2)c2cccnc12 | x | 35.5µM* | x | 2.94µM* | x | 4.15µM*
CN(NC1OC(=O)c2ccccc21)c1ccccc1[N+](=O)[O-] (stereo unspecified) | 9.3% | 1.2% | -3.8% | -8.0% | -3.1% | 7.3%
COc1ccc(NC(=O)Cn2c(=O)n(-c3ccccc3)c(=O)c3oc4ccccc4c32)c(OC)c1 | u | 2.0% | 3.8% | 9.6% | -1.3% | 2.3%
CC1CCN(S(=O)(=O)c2ccc3c(c2)N(CC(=O)NCc2cccnc2)C(=O)CS3)CC1 | 10.1% | -29.4% | -11.1% | -19.1% | -0.6% | 102.1%[activator]
CCn1nc(NC(=O)COC)c2cc3cccc(C)c3nc21 | u | -13.3% | 0.5% | 18.9% | -1.4% | 13.7%
COc1cccc(C2/C(=C(\O)c3ccc4c(c3)OCCO4)C(=O)C(=O)N2CCCn2ccnc2)c1 (stereo unspecified) | 12.6% | -6.8% | 1.8% | 8.3% | -2.8% | -8.7%
Cc1ccc(S(=O)(=O)N2CCN(C(=O)CSc3nc(N)cc(=O)[nH]3)CC2)c(C)c1 | 11.8% | -0.5% | -19.6% | 7.9% | 0.4% | 0.5%
CCN(CC)CCN(C(=O)c1ccc2c(c1)OCCO2)c1nc2c(Cl)cccc2s1 | u | 2.7% | -0.4% | u | -9.1% | u
Cc1cccc(COCC(CC(C)C)N2CCN(C(=O)c3ccc(C(F)(F)F)cc3)CCC2=O)c1 (stereo unspecified) | u | -0.8% | -4.4% | 10.4µM* | 3.5% | u
COc1ccc(CCNC(=O)CSc2nnc(CNC(=O)c3ccccc3F)o2)cc1OC | 1.8%&19.8% | 2.8% | 9.0% | -3.8% | 2.2% | 32.7%[activator]
COc1ccccc1NC(=O)CN1CCN(c2ccccc2F)CC1 | u | 11.7% | -5.7% | u | 0.6% | 56.8%[activator]

# Brought forward from above: three entries, then new ones.
compound | HCV inh | Sm TGR inh | TbPYK inhibitor | Pf growth 48h | LmPK inhibitor | Pf growth 96h
Cc1cccc(COCC(CC(C)C)N2CCN(C(=O)c3ccc(C(F)(F)F)cc3)CCC2=O)c1 (stereo unspecified) | u | -0.8% | -4.4% | 10.4µM* | 3.5% | u
COc1ccc(CCNC(=O)CSc2nnc(CNC(=O)c3ccccc3F)o2)cc1OC | 1.8%&19.8% | 2.8% | 9.0% | -3.8% | 2.2% | 32.7%[activator]
COc1ccccc1NC(=O)CN1CCN(c2ccccc2F)CC1 | u | 11.7% | -5.7% | u | 0.6% | 56.8%[activator]
Cc1cc(NC(=O)C(C)SCC(=O)Nc2cc(C(F)(F)F)ccc2N2CCOCC2)no1 (stereo unspecified) | u | 7.4% | -1.9% | -7.9% | x | u
CC(=O)c1c(N)nc2n(c1=O)CCCCC2 | 2.6% | 7.7% | -2.5% | 11.4% | 4.1% | -19.1%
CC1(C)CC2(CCO1)OC(=O)CC2C(=O)Nc1ccc(Br)cc1 (stereo unspecified) | 13.8% | 25.6% | -4.5% | 39.4% | -4.2% | -2.1%
O=C(Nc1ccc(C(=O)NN2C(=O)c3ccccc3C2=O)cc1)c1ccccc1 | 3.2% | -0.5% | 1.2% | 27.2% | 5.3% | 88.2%[activator]
NC(=O)CSc1nnc(COc2ccccc2)n1Cc1ccco1 | 7.1% | x | -0.3% | 16.5% | -2.9% | 25.8%
C=CCN1C(=O)/C(=C\c2ccc(Oc3nc(N4CCOCC4)nc(N4CCOCC4)n3)c(OC)c2)SC1=S | u | 2.5% | 6.5% | u | 7.8% | 229.7%[activator]
NC(=O)CC(NC(=O)Cc1ccc(Br)cc1)c1ccc(NC2CCC2)c([N+](=O)[O-])c1 (stereo unspecified) | 20.6% | -11.0% | -2.3% | -9.2% | 6.3% | -4.9%
O=C1/C(=C/c2cccs2)Cc2ccccc21 | 13.1% | -0.7% | 5.8% | 22.8% | u | -26.4%
CC(C)(CNC(=O)c1cccc(S(=O)(=O)NCc2ccccc2)c1)N1CCOCC1 | 11.8% | 0.7% | 0.8% | 0.8% | x | 9.6%
CC(NC(=O)c1cc(F)c(F)cc1Cl)C1CC2CCC1C2 (stereo unspecified) | -3.3% | 13.6% | 30.2%[activator] | 2.7% | 7.2% | 2.6%
O=C(c1ccccc1F)N1CCN(S(=O)(=O)c2ccc3c(c2)OCCO3)CC1 | -23.1% | 4.6% | 5.5% | x | -5.1% | 9.28µM*
CC1CCCN(C(=O)COC(=O)c2ccc(=O)n(Cc3ccccc3)n2)C1 (stereo unspecified) | -0.4% | 0.7% | -0.7% | 9.1% | x | 14.9%
Cc1ccc(N(Cc2ccc(C(=O)NCC3CCCO3)cc2)S(C)(=O)=O)cc1C (stereo unspecified) | -4.5% | -5.9%[57.1 µM] | 1.0% | -6.9% | -2.0% | u
O=C(Nc1ccc2ccccc2n1)c1ccccc1 | -3.4% | 8.0% | -11.4% | -3.3% | -25.5% | i
Cc1ccn2c(=O)nc(SCC(=O)NCc3ccco3)nc2c1 | 14.7% | 35.5µM* | -2.3% | 3.9% | x | 28.6%
CCOC(=O)c1sc2c(c1C)c(=O)n(Cc1ccccc1)c(=O)n2CCN(C)C | -7.2% | 0.8% | 4.6% | u | 12.2% | 2.08µM*
CCN(CC)C(=O)c1scc2c1OCCO2 | 4.1% | 19.9% | 9.0% | -16.4% | -6.0% | 4.4%
Cc1ccc(C(=O)NC2CCN(S(=O)(=O)c3ccccc3F)CC2)cc1 | 9.9% | -4.1% | 0.2% | -5.6% | -0.8% | 13.1µM*
Cc1ccc(C(C(=O)NC2CCCC2)N(C(=O)CCC(=O)Nc2cc(C)on2)c2ccccc2)cc1 (stereo unspecified) | 9.3% | -15.9% | -9.1% | -13.5% | 3.8% | -1.6%
C/C(=N\NC(=S)NC(C)C)c1ccccc1OC(F)F | 14.1µM* | -14.2% | -3.3% | -20.2% | 6.3% | 8.28µM*
CCOC(=O)c1c(C)[nH]c(C)c1C(=O)COC(=O)COc1ccc(Cl)c(C)c1 | 5.4% | -0.6% | -2.7% | u | x | 8.9%
Cc1noc(C)c1C(=O)OCC(=O)c1c[nH]c2ccccc12 | -9.9% | -1.1% | 4.1% | 9.28µM* | -5.6% | u
CCN(C(=O)Cc1c(C(=O)O)[nH]c2ccccc12)c1cc(OC)ccc1OC | 14.9% | -4.1% | 4.3% | u | 5.8% | 7.38µM*
COc1ccc(CNC(=O)Cn2cc(C(F)(F)F)ccc2=O)cc1 | -1.4% | -6.2% | -11.9% | -27.0% | 0.8% | -15.8%
COc1ccc(OCC(=O)N(Cc2ccc(C)o2)C2CCS(=O)(=O)C2)cc1 (stereo unspecified) | 22.7% | -35.9%&-3.2% | 2.2%&-2.8% | 19.9% | -0.1% | 21.4%
CCc1ccc(/C=C2\CN(CC)Cc3c2nc2ccccc2c3C(=O)O)cc1 | 16.4% | -21.4% | -2.7% | u | -10.9% | u
Cc1nnc(SCC(=O)Nc2ccccc2F)n1Cc1ccco1 | -10.9% | 2.0% | -1.8% | 10.3% | 2.4% | 37.1%[activator]
O=C(NCc1cccs1)C1CC(O)CN1C(=O)Nc1ccccc1 (stereo unspecified) | 15.9% | -8.0% | 1.3% | 16.9% | -1.4% | -1.5%
COc1cc(NC(=O)c2cccc(Cl)c2)ccc1NC(=O)c1cccs1 | u | 0.0% | 3.9% | 14.9% | -2.6% | 30.2%[activator]
Cc1cc(NS(C)(=O)=O)c(=O)n(Cc2c(F)cccc2Cl)c1 | -5.1% | 7.2% | 1.4% | 8.2% | -4.5% | u
COc1ccccc1CCNC(=O)C(=O)NCC1OCCN1S(=O)(=O)c1cc(F)ccc1F (stereo unspecified) | 4.1% | 0.8% | 5.3% | u | -0.4% | -1.0%
COc1ccccc1N/C(=N/S(=O)(=O)c1ccc(Cl)cc1)c1ccccc1 | -7.1% | 10.3% | 1.3% | u | 5.1% | -17.7%
COc1ccc(OC)c(NC(=O)CNC(=O)Cn2cnc3ccccc3c2=O)c1 | u | 0.7% | -4.5% | 4.8% | -11.8% | x
Cc1ccccc1OCC(=O)O/N=C(\N)Cc1cccs1 | 9.1% | 2.6% | -2.4% | u | 1.7% | u
CCn1cc(C2=NOC(C(=O)Nc3cc(OC)c(Cl)cc3OC)C2)c(C)n1 (stereo unspecified) | -23.2% | 16.3% | 7.6% | u | 7.6% | 19.5%
COc1ccc(-c2csc3ncnc(Nc4ccc(O)cc4)c23)cc1 | u | -7.9% | -1.6% | u | 7.2% | 17.3%
CCOC(=O)C1(C)Oc2ccc(S(=O)(=O)CC)cc2NC1=O (stereo unspecified) | -2.1% | 2.5% | -1.1% | u | -2.3% | 1.2%

# As a short view, part of the list above.
compound | HCV inh | Sm TGR inh | TbPYK inhibitor | Pf growth 48h | LmPK inhibitor | Pf growth 96h
O=C(NCc1cccs1)C1CC(O)CN1C(=O)Nc1ccccc1 (stereo unspecified) | 15.9% | -8.0% | 1.3% | 16.9% | -1.4% | -1.5%
COc1cc(NC(=O)c2cccc(Cl)c2)ccc1NC(=O)c1cccs1 | u | 0.0% | 3.9% | 14.9% | -2.6% | 30.2%[activator]
